Bioassay records (PubChem)
RXFP1 antag = antagonists of human relaxin receptor RXFP1; Q9HBX9; HEK293-RXFP1, relaxin-stimulated cAMP HTRF, 30 min; hits give low values; activity change, negative = inhibition, % at 57.5 µM; actives 0.59% (n = 350,000); AID 1259400;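 active means activity change of -60% or lower, but not beyond a set lower limit; inconclusive means change between -60% and -40%, or beyond the set limit; inactive means change above -40%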; further: on the % scale 0 is the no-effect control and ±100 the full control effect
Pol iota inh = blocks human DNA polymerase iota activity. Pol iota fluorescent replication assay, 10 min. Potency, µM (series often up to 115 µM), for the others: top-dose activity, negative = inhibition, hits mostly inhibitors. actives 1% (n = 390,000); further: potency means the concentration at half of the fitted maximal effect
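Pol iota at 10 nM preincubated 15 min with compounds at room temperature; reaction started with fluorescent substrate, 50 nM final. Fluorescence read kinetically at 0 and 10 min; buffer-only wells as negative control.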
Pol kappa inh = DNA polymerase kappa (human) inhibition; Q9UBT6; purified Pol kappa, fluorescent DNA synthesis assay, 10 min; Potency, µM (doses to about 107 µM), without a hit: at the top dose activity, negative = inhibition, most hits filed as inhibitors; actives 0.53% (n = 400,000); further: potency means the concentration at half of the fitted maximal effect; on the % scale 0 is the no-effect control and ±100 the full control effect
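Activity was followed as the change in fluorescence between reads at 0 and 10 min after starting the reaction with 50 nM substrate. Beforehand, 10 nM polymerase had been preincubated with compound for 15 min at room temperature.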
Apoferritin bind = candidate novel general anesthetic via apoferritin binding | actives 0.074% (n = 350,000) | apoferritin/1-aminoanthracene competitive binding, fluorescence | P02791 | Potency, µM (titrated, usually from 77.5 µM), inactives show at the top dose activity change, negative = displacement, most hits filed as inhibitors; further: potency means the concentration at half of the fitted maximal effect; on the % scale 0 is the no-effect control and ±100 the full control effect; nearly all actives have a fitted effect of over 20% in size
Target sequence (P02791 2-175 limits assumed): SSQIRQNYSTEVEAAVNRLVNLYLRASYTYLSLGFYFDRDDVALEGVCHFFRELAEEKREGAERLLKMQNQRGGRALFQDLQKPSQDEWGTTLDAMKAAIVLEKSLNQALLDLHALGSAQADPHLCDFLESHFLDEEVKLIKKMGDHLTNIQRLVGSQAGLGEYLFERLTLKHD
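Horse-spleen apoferritin (10 uM) in 50% saturated 1-aminoanthracene in PBS was incubated 10 min at room temperature with compound. Fluorescence (ex 380, em 535 nm) was normalized to free and bound 1-AMA, with concentration-response fitted by a four-parameter Hill equation.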
Pol beta inh = blocks human DNA polymerase beta activity; AID 485314; actives 1.3% (n = 340,000); Potency, µM (highest dose often 114 µM), inactives show top-dose activity change, negative = inhibition, most hits filed as inhibitors; Pol beta primer extension/strand displacement, fluorescence kinetic; P06746; further: potency means the concentration at half of the fitted maximal effect; on the % scale 0 is the no-effect control and ±100 the full control effect
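Homogeneous kinetic assay of primer extension and strand displacement by 10 nM Pol beta, preincubated 15 min at room temperature with compound before 50 nM substrate (final) was added. Read at 0 and 10 min; four-parameter Hill fit.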
Tb PGK inh = blocks T. brucei phosphoglycerate kinase; P07378; PGK/GAPDH coupled, Kinase-Glo luminescence, 60 min; Potency, µM (highest dose often 57.5 µM), for the others: top-dose activity change, negative = inhibition, hits mostly inhibitors; actives 0.043% (n = 380,000); AID 602233; further: potency means the concentration at half of the fitted maximal effect; on the % scale 0 is the no-effect control and ±100 the full control effect; nearly all actives have a fitted effect of over 60% in size
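Recombinant glycosomal PGK reaction used 1,3-bisphosphoglycerate generated in-well by GAPDH (100nM final) in 100mM TEA pH 7.6, 5mM MgCl2, 0.01% Tween-20. After 60 minutes at room temperature, ATP was read by Kinase-Glo Plus luminescence end-point.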
APE1 inh = APE1 (human) endonuclease inhibition; P27695; recombinant APE1, TAMRA/BHQ-2 abasic DNA cleavage fluorescence; Potency, µM (doses to about 65.8 µM), inactives show at the highest dose activity change, negative = inhibition, actives largely listed as inhibitors; actives 0.35% (n = 350,000);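 further: potency means the concentration at half of the fitted maximal effect; plate controls were vehicle for no effect and reference inhibitor for full effect; nearly all actives have a fitted effect of over 55% in size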
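Endonuclease cleavage of a quenched abasic-site DNA duplex (50 nM) by APE1 (0.75 nM) was tracked by TAMRA dequenching. Compounds were preincubated with enzyme 15 min at room temperature; data normalized to buffer-only and DMSO wells plus NSC13755 control.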
POLH inh = DNA polymerase eta (human) inhibition | Q9Y253 | recombinant Pol eta, fluorescent DNA replication assay | Potency, µM (doses to about 114 µM), inactives show top-dose activity change, negative = inhibition, hits mostly inhibitors | actives 1.2% (n = 390,000); further: potency means the concentration at half of the fitted maximal effect; on the % scale 0 is the no-effect control and ±100 the full control effect
Target sequence (Q9Y253 whole entry, looked up): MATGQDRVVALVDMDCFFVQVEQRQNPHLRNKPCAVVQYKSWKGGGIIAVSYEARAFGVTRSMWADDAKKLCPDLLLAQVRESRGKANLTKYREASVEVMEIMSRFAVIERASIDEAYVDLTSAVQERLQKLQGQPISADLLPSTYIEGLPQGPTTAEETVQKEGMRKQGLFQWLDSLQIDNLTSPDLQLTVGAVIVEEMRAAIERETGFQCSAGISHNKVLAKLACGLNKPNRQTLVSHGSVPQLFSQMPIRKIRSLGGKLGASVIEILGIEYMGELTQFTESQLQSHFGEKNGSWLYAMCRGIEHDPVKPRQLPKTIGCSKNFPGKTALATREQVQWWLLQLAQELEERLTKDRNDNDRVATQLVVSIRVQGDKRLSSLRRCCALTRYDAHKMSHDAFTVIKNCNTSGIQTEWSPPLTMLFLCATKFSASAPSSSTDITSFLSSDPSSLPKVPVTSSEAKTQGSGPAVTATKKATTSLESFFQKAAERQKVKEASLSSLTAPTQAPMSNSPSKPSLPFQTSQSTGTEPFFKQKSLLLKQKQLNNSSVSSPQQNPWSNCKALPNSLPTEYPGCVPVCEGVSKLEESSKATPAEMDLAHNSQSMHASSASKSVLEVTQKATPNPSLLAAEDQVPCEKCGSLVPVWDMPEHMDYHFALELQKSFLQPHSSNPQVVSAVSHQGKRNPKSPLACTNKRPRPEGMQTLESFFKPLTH
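Pol eta at 10 nM preincubated with compounds 15 min at room temperature; reaction started with fluorescent substrate (50 nM final) and read kinetically at 0 and 10 min.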
BLM helicase inh = Bloom syndrome helicase (human) inhibition. P54132. Potency, µM (highest dose often 56.1 µM), without a hit: top-dose activity change, negative = inhibition, most hits filed as inhibitors. AID 2528. actives 0.2% (n = 350,000). recombinant BLM DNA unwinding, fluorescence dequenching;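 further: potency means the concentration at half of the fitted maximal effect; plate controls were vehicle for no effect and no enzyme for full effect; nearly all actives have a fitted effect of over 35% in size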
* = called active by the depositor; i = inactive; u = inconclusive; x = no result given; & = joins results of further samples; [ ] = another dose, or the depositor's remark. Unless noted, the call rests on the fitted dose curve; in most records, active means well fitted curve in the direction sought with a large enough effect; inconclusive means small, poorly fitted or top-dose-only effect, or another doubt; inactive means no such curve, though single readings can be large; an effect the other way counts as inactive or inconclusive. This is a subset. The share of hits here may be higher or lower than overall.

Structure,Pol kappa inh,POLH inh,Pol iota inh,BLM helicase inh,Pol beta inh,APE1 inh,Apoferritin bind,Tb PGK inh,RXFP1 antag
CC(=O)N1CCN(CC(C)(C)NS(=O)(=O)c2ccccc2)CC1,-7%,1%,33%[activator],x,x,3%,x,5%,6
CN(C)CCOc1ccccc1-c1ccccc1,0%,-3%,7%,2%,4%,-2%,-10%,-8%,18
CCc1cccc(NC(=O)CN2c3ccccc3S(=O)(=O)c3ccccc32)c1,0%,1%,-12%,-13%,0%,x,-18%,-3%,-17
O=C(COc1ccc(Br)cc1Br)NC(=O)NC1CCCC1,-9%,u,125%[activator],-10%,-2%,-4%,-1%,0%,-29
Cc1ccc(NCC(=O)N/N=C/c2cccc(Oc3ccccc3)c2)cc1,-17%,-12%,8%,-15%,-1%,0%,u,1%,-7
Nc1nncn1C(=O)CCCOc1ccc(Cl)cc1Cl,-5%,-14%,u,-7%,1%,-2%,-13%,1%,-4
CCOc1ccc(CN2CCc3nc(N4CCN(c5ccccc5OC)CC4)ncc3C2)cc1OC,-14%[60.1 µM],-20%,u,-7%,2%,x,67%[activator],i,-37
Cc1ccccc1CNc1nnnn1C,10%,-7%,-6%,-1%,47%,0%,-5%,-7%,1
CCN(CC)S(=O)(=O)c1ccc(NS(=O)(=O)c2ccc(F)cc2)cc1,-20%,3%,4%,-2%,3%,1%,u,-5%,6
O=[N+]([O-])c1cccc(S(=O)(=O)Nc2cccc(-c3ccc(N4CCOCC4)nn3)c2)c1,-8%,-12%,21%,x,x,41%,x,-3%,-3
O=c1cc(-c2ccccc2Cl)oc2cc(O)cc(O)c12,-5%,-10%,5%,-22%,u,u,-23%,-15%,x
O=C(CSc1nnc(Cn2nnc3ccccc32)o1)N(Cc1ccc(F)cc1)c1ccccc1,-5%,-3%,-7%,-6%,11%,-11%,3%,8%,-16
Cc1nn(-c2ccc(Cl)c(Cl)c2)c(=O)c2ccccc12,1%,-9%,-7%,1%,-21%,3%,-5%,i,-1
C[C@@H]1CC[C@]2(O[C@@H](CCO)C[C@H](O)[C@H]2O)O1,16%,-11%,1%,-2%,-7%,3%,-9%,-10%,x
CCOc1ccccc1NC(=O)Nc1cc(S(=O)(=O)N(C)C)ccc1C,0%,-18%,3%,-4%,20%,0%,6%,i,-21
c1ccc(-c2nnc(-c3ccccc3)nn2)cc1,-16%,-12%,-1%,-1%,1%,-1%,-5%,-4%,-16
CN(C)N1C(N)=C(C#N)C(c2ccc(Br)cc2)C2=C1CCCC2=O (stereo not drawn),-4%,-9%,5%,1%,22%,-1%,-16%,-8%,-18
COc1ccc(-c2ccc3c(c2)c(-c2cccs2)c(-c2cc(OC)cc(OC)c2)n3C)cc1,3%,-8%,-3%,x,x,-1%,x,4%,x
COC(=O)C1CCN(C(=O)COC(=O)c2cccc(NS(=O)(=O)c3ccccc3)c2)CC1,-3%,2%,13%,x,x,3%,x,0%,12
COc1cccc(-n2nnc3c(=O)n(Cc4ccccc4F)cnc32)c1,0%,-4%,23%,-3%,-1%,-6%,-24%,1%,8
O=C(O)CCC(=O)OCc1c(-c2ccccc2)ncc2ccccc12,0%,-11%,17%,x,x,0%,x,-3%,x
CN(Cc1ccccc1)C(=O)c1ccc2c(c1)S(=O)(=O)N=C1CCCCCN12,-1%,-1%,39%[activator],x,x,-2%,x,-1%,-4
Cc1cc(N)n(-c2ccc(S(=O)(=O)N3CCCC3)cc2[N+](=O)[O-])n1,-8%,-13%,53%[activator],-2%,-12%,5%,-11%,-9%,0
CCN(CC)S(=O)(=O)c1ccc2c(c1)c(=O)c(C(=O)NCCc1ccccc1)cn2C,2%&8%,-16%&-16%,-9%&6%,-6%&-3%,23%&17%,26%,-3%&39%,-9%&-1%,-13
CCCNC(=O)Cn1c(=O)/c(=C/c2ccc(-c3ccc([N+](=O)[O-])cc3)o2)s/c1=C\C(=O)C(C)(C)C,1%,-23%,6%,x,x,x,x,0%,-16
O=C(Cn1c(=O)[nH]c2ccccc2c1=O)N1CCN(c2cccc(Cl)c2)CC1,-3%,-14%,123%[activator],-3%,25%,u,-2%,-4%,-14
O=C(CCN1C(=O)C2C3C=CC(C3)C2C1=O)Nc1ccccc1F (stereo not drawn),2%,-16%,11%,-2%,9%,-2%,0%,0%,-5
Cc1cc(Nc2nc(Cl)c(Cl)cc2Cl)n(-c2ccccc2)n1,-4%,-19%,-12%,-1%,29%,-5%,-1%,6%,x
COc1ccc(OC)c2sc(N3CCN(C(=O)C4CC4)CC3)nc12,2%[60.1 µM],-4%,8%,4%,20%,x,-2%,-9%,x
N#C/C(=C/c1cn[nH]c1-c1cccc(Br)c1)C(=O)O,7%,-14%,-27%,-1%,-23%,4%,2%,-3%,-11

Looked up above:
Value for `Cc1cc(Nc2nc(Cl)c(Cl)cc2Cl)n(-c2ccccc2)n1` under Apoferritin bind: -1%
Value for `O=C(CCN1C(=O)C2C3C=CC(C3)C2C1=O)Nc1ccccc1F` (stereo not drawn) under Pol iota inh: 11%
Value for `O=C(Cn1c(=O)[nH]c2ccccc2c1=O)N1CCN(c2cccc(Cl)c2)CC1` under Tb PGK inh: -4%

More results follow.
Structure,Pol kappa inh,POLH inh,Pol iota inh,BLM helicase inh,Pol beta inh,APE1 inh,Apoferritin bind,Tb PGK inh,RXFP1 antag
COc1ccccc1N1CCN(S(=O)(=O)c2ccccc2)CC1,-24%,-3%,7%,-1%,-24%,1%,-21%,-6%,6
O=C(CCNC(=O)Cn1ccc2ccccc2c1=O)NCCc1ccccc1Cl,-7%,-7%,12%,-1%,2%,6%,-4%,3%,-7
CN(C)S(=O)(=O)c1ccc(C(=O)OCCn2cnc3c2c(=O)n(C)c(=O)n3C)cc1,-14%,1%,88%[activator],-1%,22%,8%,-8%,-8%,3
O=C(COc1cccc(C(F)(F)F)c1)NNC(=O)Cn1c(=O)cnc2ccccc21,-12%,-8%,-10%,x,x,-10%,x,i,0
CCOc1ccc(-n2c(Cc3ccccc3)nnc2SCc2nc(-c3cccs3)no2)cc1,-23%,-24%,-16%,-5%,2%,x,5%,-4%,x
Cc1ccc2cc(CN(CCN(C)C)C(=S)Nc3ccccc3)c(=O)[nH]c2c1C,-13%,-11%,-3%,-6%,1%,1%,-7%,i,-15
COc1ccc(/C=C2\SC(=S)N(CC(=O)N(C)C3CCS(=O)(=O)C3)C2=O)cc1 (stereo not drawn),-6%,-1%,12%,0%,2%,-4%,-13%,0%,2
CC(C)(C)SCCNS(=O)(=O)c1ccc(Cl)cc1,-5%,-13%,47%[activator],-12%,-18%,-3%,u,-4%,-15
CC(C)c1ccc(NS(=O)(=O)c2ccc3c(c2)NC(=O)CO3)cc1,2%,-24%,36%[activator],-4%,20%,-9%,u,3%,-28
CCN(CC)c1ccc(/C=N/N2CCN(Cc3ccccc3)CC2)c(O)c1,-9%,-16%,7%,-4%,-29%,-2%,-4%,-5%,-7
CCOC(=O)N1CCC(N2CC34C=CC(O3)C(C(=O)Nc3ccc(F)cc3)C4C2=O)CC1 (stereo not drawn),-11%,-11%,-12%,3%,10%,-3%,-2%,-2%,1
CC12CCC(C(=O)NCCCN3CCOCC3)(OC1=O)C2(C)C (stereo not drawn),0%,-14%,-4%,0%,16%,11%,-6%,-2%,1
COc1cc2c(cc1OC)C(C)N(C(=O)CCN1C(=O)C3C4C=CC(C4)C3C1=O)CC2 (stereo not drawn),-11%,-14%,-1%,1%,20%,2%,-5%,-6%,-3
COc1ccc(-c2nc3cc([N+](=O)[O-])ccc3o2)cc1,-7%,-24%,109%[activator],0%,10%,6%,-5%,3%,-11
CCN(CC)c1c([N+](=O)[O-])ncn1C,-5%,-17%,26%,-3%,26%,0%,-12%,-6%,0
CC(=O)N1CCN(C(=O)c2cc(S(=O)(=O)N3CCN(c4ccccc4)CC3)ccc2Cl)CC1,-20%,-22%,22%,x,x,-1%,x,2%,-9
O=C(Nc1nnc(C2CC2)s1)C1CCCO1 (stereo not drawn),-9%,-10%,173%[activator],2%,30%,-3%,-2%,-3%,1
COc1ccccc1C1NC(=O)CS1 (stereo not drawn),-1%,-13%,5%,-2%,12%,3%,-9%,-9%,-6
O=C(Cn1nnc(-c2cccs2)n1)N1CCOCC1,-8%,-6%,43%[activator],-11%,11%,2%,-1%,-7%,13
CCNc1ccc(C(=O)OCC(=O)Nc2cc(C)on2)cc1[N+](=O)[O-],-30%,-19%,-17%,x,x,-12%,x,1%,-1

Two of the compounds above, as labelled records:
> CC(=O)N1CCN(C(=O)c2cc(S(=O)(=O)N3CCN(c4ccccc4)CC3)ccc2Cl)CC1
  Pol kappa inh: -20% | POLH inh: -22% | Pol iota inh: 22% | BLM helicase inh: x | Pol beta inh: x | APE1 inh: -1% | Apoferritin bind: x | Tb PGK inh: 2% | RXFP1 antag: -9
> O=C(Nc1nnc(C2CC2)s1)C1CCCO1 (stereo not drawn)
  Pol kappa inh: -9% | POLH inh: -10% | Pol iota inh: 173%[activator] | BLM helicase inh: 2% | Pol beta inh: 30% | APE1 inh: -3% | Apoferritin bind: -2% | Tb PGK inh: -3% | RXFP1 antag: 1

Further structures follow:
Structure,Pol kappa inh,POLH inh,Pol iota inh,BLM helicase inh,Pol beta inh,APE1 inh,Apoferritin bind,Tb PGK inh,RXFP1 antag
COc1ccccc1NC(=O)C1=C(C)Nc2nc(-c3ccco3)nn2C1c1ccccc1 (stereo not drawn),-9%,-7%,-3%,-1%,-5%,x,-7%,1%,-8
COc1ccc(N2CC(C(=O)N/N=C/c3ccc([N+](=O)[O-])cc3)CC2=O)cc1 (stereo not drawn),-4%,u,11%,1%,14%,3%,-14%,i,-6
N#C/C(=C/c1ccc(OCc2ccccc2)cc1)C(=O)NC1CCCCC1,-5%,u,4%,-13%,-2%,-2%,-3%,i,-19
COc1ccc(NC(=O)c2c(N)c(C(=O)c3ccc(OC)cc3)n3ccccc23)cc1,0%,x,-27%,-13%,34%,x,2%,x,1
COc1ccc(CC(=O)N(c2ccccc2)c2nc(C)cs2)cc1,-19%,-10%,40%[activator],0%,20%[57.1 µM],10%,-3%,-7%,4
CCOC(=O)C1(NC(=O)CN2C(=O)c3ccccc3C2=O)CCCC1,-6%,-17%,119%[activator],x,x,x,x,4%,-5
